hERG protect = hERG rescue from dofetilide block, primary screen, cell-based, CHO-hERG, FluxOR thallium flux, dofetilide IC70 | 310,000 compounds, 0.51% hits | activation (rescue from dofetilide block), less the hit threshold, % at 10 µM | AID 1511, 2009 | Voltage-gated inwardly rectifying potassium channel KCNH2 (Homo sapiens), Q12809 | dofetilide IC70 present;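 active = activation above the mean of controls blocked by dofetilide plus 5 SD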;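 also: thallium influx through hERG after potassium depolarization seen as dye fluorescence rise; in these data hits start at about 4.7%; inactives centre near -7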
RGS4 pot = RGS4 potentiators or activators, primary screen, cell-based, HEK293 M3R inducible RGS4, calcium flux. carbachol calcium flux Fluo4; hits give low values. 310,000 compounds, 0.92% hits. B-score at 10 µM;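 active = B-score of the integrated calcium signal more than 4 SD below the library mean, with starting fluorescence not abnormally high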;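 also: negative B-score means reduced calcium response which marks RGS4 activation or potentiation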
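Assay system: Inducible-RGS4 HEK293 cells carrying M3 receptor | Schedule: Compound preincubation 20 min at room temperature before agonist | Signal: Kinetic calcium fluorescence imaging with Fluo4-AM dye, 2 µM | Read-out basis: B score from integrated fluorescence ratio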
KCNQ1 pot = potentiators or activators of KCNQ1 channel, primary screen, cell-based, thallium flux, high-throughput; B-score at 10 µM; AID 2648, 2010; 310,000 compounds, 0.35% hits; CHO-K1 KCNQ1, thallium flux FluxOR fluorescence; hits give high values;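 active = fluorescence ratio B-score, a plate-corrected score, at least three library SD, with initial intensity B-score within 5 SD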
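assay system = CHO-K1 cells stably expressing KCNQ1 | medium = assay buffer, equal DMSO in all wells | timing = 37 °C overnight plating, 90-min dark dye load, 20-min compound pretreatment | measured by = kinetic FluxOR thallium fluorescence, 10-s 1-Hz baseline, 110-s post-stimulus read | measure = fluorescence change relative to baseline, converted to B score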
DYRK1A inh = rat Dyrk1A kinase inhibitors, primary screen, biochemical, single point, plate reader | inhibition, % at 12.5 µM | AID 504441, 2011 | ADP-Glo luminescence, NFATc1 peptide | 310,000 compounds, 0.43% hits | Dual specificity tyrosine-phosphorylation-regulated kinase 1A (Rattus norvegicus), Q63470; in the data active = inhibition above about 50%;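 also: plate controls were vehicle with enzyme for no effect and no enzyme for full effect; many of its hits are not listed in these tables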
HDAC3 inhib = HDAC3 deacetylase inhibitors, primary screen, biochemical, fluorescence, cell-free homogeneous; inhibition, % at 8.3 µM; AID 2718, 2010; Histone deacetylase 3 (Homo sapiens), O15379; 320,000 compounds, 0.15% hits; recombinant HDAC3, fluorogenic peptide/trypsin coupled; in the data active = inhibition above about 26%, passing the limit was not always enough; inconclusive = no clear call, values can overlap the other calls
KCNQ1 inh = inhibitors of human KCNQ1 channel, primary screen, cell-based, thallium flux, high-throughput; Potassium voltage-gated channel subfamily KQT member 1 (Homo sapiens), P51787; CHO-K1 KCNQ1, FluxOR thallium flux fluorescence; hits give high values; B-score at 10 µM; 310,000 compounds, 1.3% hits;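 active = compounds whose thallium flux B-score, printed positive for inhibition, exceeds three library SD while starting fluorescence stays within three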;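 also: channel opened by potassium depolarization with thallium stimulus after 20 min compound exposure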
KCNK9 block = KCNK9 potassium channel inhibitors, primary screen, HEK293 cells, thallium flux; B-score at 10 µM; 310,000 compounds, 1.2% hits; Potassium channel subfamily K member 9 (Homo sapiens), Q9NPC2; FluxOR thallium flux fluorescence; hits give low values;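 active = ratio B-score over 3 SD below the library mean, with starting fluorescence within 5 SD of its mean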;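 also: negative B-score means less thallium flux so channel inhibition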
Target sequence (Q9NPC2 whole entry, looked up): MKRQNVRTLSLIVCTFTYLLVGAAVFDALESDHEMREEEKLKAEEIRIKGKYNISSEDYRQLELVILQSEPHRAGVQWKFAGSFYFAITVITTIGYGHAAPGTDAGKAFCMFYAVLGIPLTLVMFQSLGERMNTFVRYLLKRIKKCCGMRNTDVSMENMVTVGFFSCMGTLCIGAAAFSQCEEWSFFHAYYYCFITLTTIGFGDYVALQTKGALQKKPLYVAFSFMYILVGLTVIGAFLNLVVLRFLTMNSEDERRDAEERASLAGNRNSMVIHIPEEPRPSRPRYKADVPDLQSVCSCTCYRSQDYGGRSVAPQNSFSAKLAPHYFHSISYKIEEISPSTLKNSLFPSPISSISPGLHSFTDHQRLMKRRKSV
KCNK3 block = human KCNK3 channel inhibitors, primary screen, CHO cells, FluxOR thallium flux, B-score | AID 602410, 2012 | B-score at 10 µM | Potassium channel subfamily K member 3 (Homo sapiens), O14649 | 340,000 compounds, 0.84% hits | FluxOR fluorescence; hits give low values;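 active = B-score under library mean minus 4 SD, starting fluorescence ratio at most library mean plus 5 SD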;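 also: more negative B-score means stronger inhibition of thallium flux through KCNK3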
GSK3 alpha inh = blockers of GSK3A enzyme activity – biochemical, luminescence, cell-free homogeneous, HTS, primary screen; Glycogen synthase kinase-3 alpha (Homo sapiens), P49840; GSK-3 alpha kinase, ADP-Glo luminescence, 60 min; inhibition, % at 10 µM; 320,000 compounds, 0.1% hits; AID 2650, 2010;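 in the data active = inhibition above about 50%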;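 also: GST-tagged GSK-3 alpha with peptide substrate and 25 µM ATP; 0% = DMSO neutral wells and 100% = GW8510 positive control wells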
Target sequence (P49840 whole entry, looked up): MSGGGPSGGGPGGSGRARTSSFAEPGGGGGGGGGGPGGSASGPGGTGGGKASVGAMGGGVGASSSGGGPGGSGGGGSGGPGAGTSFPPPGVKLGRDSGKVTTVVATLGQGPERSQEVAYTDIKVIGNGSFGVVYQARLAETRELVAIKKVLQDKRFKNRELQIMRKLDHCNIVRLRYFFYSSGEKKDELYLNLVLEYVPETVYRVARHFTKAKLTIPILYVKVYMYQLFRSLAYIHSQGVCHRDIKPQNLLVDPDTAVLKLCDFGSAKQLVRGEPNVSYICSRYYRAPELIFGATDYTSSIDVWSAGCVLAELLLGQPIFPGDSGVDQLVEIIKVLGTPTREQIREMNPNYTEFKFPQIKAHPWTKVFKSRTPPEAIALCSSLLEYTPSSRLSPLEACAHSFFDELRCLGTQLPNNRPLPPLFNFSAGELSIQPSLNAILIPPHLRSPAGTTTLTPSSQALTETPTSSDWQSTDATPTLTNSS
PolyA inhibitor = polyadenylation inhibitors in yeast reporter cells, primary screen, luminescence, S. cerevisiae | S. cerevisiae SKY197-pL101 polyadenylation reporter, beta-gal luminescence; efflux-impaired pdr1/pdr3 knockout yeast; score 100 = 6 SD above DMSO | calls only at 12 µM | 300,000 compounds, 0.02% hits | AID 1875, 2009;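 active = lowest replicate activity score at least 50, where 100 means six control SD above control mean; inconclusive = lowest score under 50 but half or more replicates reach 50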;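 also: yeast exposed to compound for 9 h at 30 °C; higher score means more reporter readthrough which indicates perturbed polyadenylation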
GSK3beta inhib = human GSK3beta kinase inhibitors, primary screen, biochemical, cell-free homogeneous, HTS | GST-GSK3beta kinase, ADP-Glo luminescence, 60 min; hits give low values | 300,000 compounds, 0.038% hits | AID 2097, 2009 | Glycogen synthase kinase-3 beta (Homo sapiens), P49841 | activity score (negative = inhibition), % at 10 µM;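 active = more than half of replicate wells score below -50%, meaning over 50% inhibition versus plate controls; inconclusive = some replicates but at most half score below -50%; inactive = no replicate scores below -50%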;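 also: 0% = median DMSO wells and -100% = median GW8510 positive control wells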
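Assay system: GST-fused GSK3beta enzyme, cell-free / Medium: Tris pH 7.5 buffer with MgCl2, DTT, BSA, heparin / Also added: peptide substrate plus 25 µM ATP (final) / Compound: 10 µM single point / Timing: kinase reaction with compound 60 min at room temperature / Detection: ADP-Glo luminescence / Benchmarks: DMSO neutral wells and GW8510 at 20 µM as positive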
* hit, by the source's call; i = inactive; ? = inconclusive; nt = no result given. An excerpt; count on the stated rates, not on these rows.

No.	Molecule	hERG protect	RGS4 pot	KCNQ1 pot	DYRK1A inh	HDAC3 inhib	KCNQ1 inh	KCNK9 block	KCNK3 block	GSK3 alpha inh	PolyA inhibitor	GSK3beta inhib
1	CCN(CC)C(=O)C(=O)Nc1ccc(OCc2ccccc2)cc1	-3	i	i	-1	-2	i	i	i	-2	i	0
2	Cc1ccsc1/C=N/NC(=O)c1nnn(-c2nonc2N)c1C(C)C	-10	i	i	4	2	i	i	i	4	i	-1
3	CCOC(=O)C1Nc2ccc(C(=O)O)cc2C2C=CCC12 (stereo unspecified)	-5	i	i	11	-1	i	i	i	-1	i	-3
4	O=C(CSc1nc(-c2ccccc2)cs1)Nc1cccc([N+](=O)[O-])c1	-10	i	i	-1	6	i	-7.1*	i	-5	i	0
5	O=C(NCCC1=CCCCC1)c1ccc(-n2cncn2)c([N+](=O)[O-])c1	-10	i	i	9	-4	i	i	i	11	i	4
6	COCCCNC(=O)/C(C#N)=C1\N=C(NC(=O)c2cccs2)c2ccccc21	-12	i	i	nt	2	i	i	i	1	i	0
7	CN1CCN(C(c2ccccn2)c2cc(Cl)c3cccnc3c2O)CC1 (stereo unspecified)	-10	i	i	0	2	i	i	i	-1	i	1
8	Brc1ccc(C2=NC(Cc3ccccc3)CO2)cc1 (stereo unspecified)	-6	i	i	5	-1	i	i	i	1	i	-1
9	OCCNCc1cccc2ccccc12	-14	i	i	-2	-1	i	i	i	5	i	2
10	c1ccc(-n2c(-c3ccncc3)nnc2N2CCOCC2)cc1	-3	i	i	0	2	i	i	i	6	i	0
11	Cn1c(Cc2ccccc2)nnc1SCCC(=O)Nc1ccccc1	-1	i	i	4	0	i	i	i	-3	i	2
12	O=C(CSc1nnc(CCCN2C(=O)c3cccc4cccc(c34)C2=O)n1-c1ccccc1)NCCCO	-11	i	i	2	-8	i	i	i	-1	i	0
13	Cc1ccc(NC(=O)CSc2nnc([C@H](C)NC(=O)OC(C)(C)C)o2)c(C)c1	-11	i	i	13	-1	i	i	i	-1	i	-1
14	COCCNC(=O)CNC(c1ccccc1)c1ccccc1	-4	i	i	nt	-2	i	i	nt	2	i	1
15	CNc1nc(N)nc(OC(C(F)(F)F)C(F)(F)F)n1	-12	i	i	0	-1	i	i	i	2	i	1
16	Nc1[nH]c(=S)nc2nc(-c3ccccc3)c(-c3ccccc3)nc12	0	i	i	-3	13	i	i	i	-1	i	-2
17	COCCOC(=O)c1c(C)nc(SCC(=O)Nc2ccc(OC)cc2)c(C#N)c1-c1ccco1	-8	i	i	-6	8	i	i	i	2	i	0
18	COc1ccc(CNC(=O)C(C)NCc2ccc(S(N)(=O)=O)cc2)cc1 (stereo unspecified)	-5	i	i	0	-2	i	i	i	-2	i	0
19	O=C(NCC1CCCO1)c1ccc(OC2CCN(C(=O)C3CC3)CC2)cc1 (stereo unspecified)	-13	i	i	nt	-4	i	i	i	-9	i	-1
20	CCNC(=O)NC(=O)C(C)OC(=O)[C@H](C)NS(=O)(=O)c1c(C)c(C)cc(C)c1C (stereo partly specified)	-10	i	i	3	2	i	i	i	-4	i	0
21	CCN(CC(=O)Nc1cccc(C(C)=O)c1)S(=O)(=O)c1ccccc1	-4	i	i	5	1	i	i	i	1	i	3
22	Cc1ccc(NC(=O)CSC(C)c2nc3ccccc3c(=O)[nH]2)cc1 (stereo unspecified)	-7	i	i	0	0	i	i	i	8	i	5
23	O=C(NCCc1ccc(Cl)cc1)Nc1ccc(F)cc1	-12	i	i	0	-1	i	i	i	3	i	0
24	CN(C)c1nc(N)nc(CSc2ccccn2)n1	-7	i	i	-5	-3	i	i	i	-7	i	-1
25	CCN1CCN(CCNC(=O)c2ccc3c(c2)N(Cc2cccc(Cl)c2)C(=O)c2ccccc2S3=O)CC1 (stereo unspecified)	-8	i	i	1	8	i	i	i	-2	i	2
26	Cn1c(-c2ccccc2)c[n+]2c1CCCCC2	-8	i	i	nt	3	i	i	i	7	i	1
27	CC1CC(C)CN(CCOc2cccc(Cl)c2Cl)C1 (stereo unspecified)	-13	i	i	-4	9	i	i	i	2	i	-3
28	NS(=O)(=O)c1cccc(NC(=O)CC23CC4CC(CC(Br)(C4)C2)C3)c1	-8	i	i	-5	3	i	i	i	-3	i	0
29	O=c1[nH]cnc2c1N=C(c1cccc([N+](=O)[O-])c1)CC(c1ccccc1)N2 (stereo unspecified)	-2	i	i	nt	nt	i	i	i	nt	i	2
30	Cc1ccc(S(=O)(=O)NCC(c2ccccc2)N2CCN(CCC#N)CC2)cc1 (stereo unspecified)	0	i	i	-19	-3	i	i	i	-1	i	-4
31	Cc1ccccc1CN1CCN(C(=O)CC(C)C)CC1	-7	i	i	-3	1	i	i	i	-3	i	0
32	CCOC(=O)N1CCC2(O)CCCCC2C1c1ccc(F)cc1 (stereo unspecified)	nt	nt	nt	nt	9	nt	nt	i	-2	i	0
33	O=S(=O)(Nc1nc2ccccc2nc1NCc1ccco1)c1ccc(Cl)cc1	-7	i	i	0	-3	i	i	i	0	i	6
34	COCCCNC(=S)N1CCN(C)CC1	-11	i	i	-4	-3	i	i	i	5	i	-1
35	O=C(COC(=O)C1C2CC3OC(=O)C1C3C2)Nc1cccc(C(F)(F)F)c1 (stereo unspecified)	-8	i	i	-7	-4	i	i	i	1	i	-2
36	Cc1nc(C(=O)N2CCc3c([nH]c4ccccc34)C2c2ccccn2)cs1 (stereo unspecified)	-5	i	i	-1	6	i	i	i	-3	i	3
37	Cc1ccc(C2N=C(N)Nc3nc(=O)c4ccccc4n32)cc1 (stereo unspecified)	-8	i	i	-6	-20	i	i	i	-1	i	2
38	COc1ccc(S(=O)(=O)n2[nH]c(=O)c(CCO)c2C)c([N+](=O)[O-])c1	-3	i	i	-3	-6	i	i	i	0	i	2
39	CN1CCN(S(=O)(=O)c2ccccc2)CC1	-6	i	i	-11	3	i	i	i	-4	i	0
40	Cc1ccc(C(=O)Nc2c3c(nn2-c2ccccc2)CS(=O)(=O)C3)cc1C	-10	i	i	-6	?	i	i	i	-1	i	-1
41	COc1ccc(-c2nnc(CSc3nc4ccccc4c(=O)n3CC(C)C)o2)cc1OC	-5	i	i	2	0	i	i	-9.5*	-4	i	0
42	O=C(O)CN1C(=O)SC(Nc2ccccc2)C1=O (stereo unspecified)	-2	i	i	0	0	i	i	i	-2	i	-1
43	O=C1CC(c2ccccc2)CC(O)=C1C=NCCN1CCOCC1 (stereo unspecified)	-5	i	i	6	-1	i	i	i	-2	i	1
44	O=C(Cc1ccc(Cl)cc1)Nc1ccc2oc(=O)ccc2c1	-8	i	i	2	-1	i	i	i	-5	i	4
45	Cc1ccc(NC(=O)OCc2cc(-c3ccccc3)on2)cc1	-19	i	i	-1	-1	i	i	i	-1	i	-3
46	CCN1CCN(C(CNS(=O)(=O)c2ccc(Cl)cc2)c2cccnc2)CC1 (stereo unspecified)	-3	i	i	0	-4	i	i	i	-1	i	-3
47	CNc1nnc(-c2cc3ccccc3oc2=O)s1	-13	i	i	1	10	i	i	i	32	i	3
48	CC(=O)Nc1ccc(N2C(=O)CSC2c2ccccc2)cc1 (stereo unspecified)	-4	i	i	-2	8	i	i	i	-1	i	0
49	Cc1cc(N2CCN(c3cccc(C(F)(F)F)c3)CC2)n2nc(C)nc2n1	-2	i	i	3	nt	i	i	i	nt	i	0
50	COc1cc(OC)c(N(C)S(=O)(=O)c2cccc(C(=O)OCC(=O)NCc3ccco3)c2)cc1Cl	-20	i	i	nt	-3	i	i	i	-1	i	2
51	Cc1ccc(NC(=O)C(OC(=O)c2ccc(O)cc2)c2ccccc2)cc1Cl (stereo unspecified)	-12	i	i	2	14	i	i	i	0	i	5
52	COc1ccc(C(=O)n2cc(C(C)=O)c3ccccc32)cc1	-7	i	i	5	?	i	i	i	-1	i	3
53	Cc1ccc2cccc(NC(=O)C(F)(F)F)c2n1	-8	i	i	-2	7	i	i	i	1	i	-1
54	O=c1ccc(C(F)(F)F)cn1Cc1cc(=O)n2cc(Br)ccc2n1	-11	i	i	0	2	i	i	i	-1	i	0
55	Cc1ccc(C)c(OCCN2CCOCC2)c1	-10	i	i	nt	-3	i	i	i	-1	i	-5
56	CC(=O)c1ccc(N2CCN(CC(O)COC(c3ccccc3)c3ccccc3C)CC2)cc1 (stereo unspecified)	-16	-11*	i	5	-1	i	i	i	-2	i	1
57	O=C(COC(=O)c1ccc2ccccc2n1)c1ccccc1	-4	i	i	nt	-7	i	i	i	-4	i	-2
58	COc1ccc(CNCC(O)(c2ccc(F)cc2)c2ccc(F)cc2)cc1	-12	i	i	0	-4	i	i	i	-2	i	-1
59	COc1cc(OC)c(NS(=O)(=O)c2cn(C)cn2)cc1Cl	-9	i	i	-3	-9	i	i	i	nt	i	3
60	CC(C)c1ccccc1NC(=O)c1cnccn1	-9	i	i	nt	2	i	i	i	5	i	-3
61	Cc1c(NN=C(C#N)C#N)c(=O)n(-c2ccccc2)n1C	-5	i	i	-2	-1	i	i	i	3	i	1
62	O=C(c1ccoc1)N1CCC2(CC1)Oc1ccc(Cl)cc1C(=O)C21CC(c2cccnc2)=NO1 (stereo unspecified)	-8	i	i	5	1	i	i	i	-3	i	2

Bioassay records deposited in PubChem by several laboratories.
